# High-throughput results (PubChem BioAssay)
# MT stabilize HCS = microtubule stabilizers in HeLa cells, primary screen, imaging, high-content imaging. HeLa tubulin immunostaining HCS, 24 h; share of cells brighter than vehicle mean+2SD. hit rate 0.83% among 200,000. % tubulin-high responders, % at 10 µM. AID 2205, 2009;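 active means plate Z-score above 3 for both tubulin-high and condensed-nucleus cell shares, with cell loss under 80%, at 10 µM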;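 further: anti alpha tubulin signal scored within the nucleus-defined area of each cell; some results filed as inactive read as strong as hits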
# NOD2 inhibition = NOD2 signaling inhibitors, cell-based, luminescence, uHTS, HEK293 (AID 1566); inhibition, % at 4 µM, or EC50 in µM where a hit was titrated; HEK293 NOD2/NF-kB luciferase reporter, luminescence; higher % means a stronger effect; hit rate 0.63% among 290,000; in the data active means inhibition above about 50%; further: many of its hits are not listed in these tables
# Autophagy HCS = autophagy modulators in MEF cells, primary screen, imaging, high-content, MEF GFP-LC3; MEF GFP-LC3 puncta imaging; test concentration mostly 10 µM; calls only at 10 µM (by protocol); hit rate 0.98% among 190,000; AID 463193, 2010;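 active means percentage of spot-positive cells more than 3 SD above its plate mean, without a fluorescence outlier flag or 80% toxicity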;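 further: spot-positive cell cutoff set from DMSO-treated cells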
# NOD1 inhibition = NOD1 signaling inhibitors, primary screen, cell-based, luminescence, uHTS (AID 1578); NOD1-driven NF-kB luciferase reporter cells, luminescence; higher % means a stronger effect; one-dose inhibition, % at 4 µM; EC50 in µM for titrated hits; hit rate 1% among 290,000; in the data active means inhibition mostly above about 36%, no sharp cut-off; inactive means mostly below about 34%;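 further: HEK-293T reporter cells stimulated with the NOD1 agonist gamma-tri-DAP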
# P. falciparum M17LAP = P. falciparum M17LAP inhibitors, primary screen, biochemical, fluorogenic H-Leu-NHMec substrate, 1536-well (AID 1619). Leucine aminopeptidase (Plasmodium falciparum (isolate 3D7)). recombinant M17LAP, H-Leu-NHMec fluorogenic kinetic assay; higher % means a stronger effect. inhibition, % at 30 µM, or IC50 in µM where a hit was titrated. hit rate 0.38% among 220,000;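 active means compound inhibiting the enzyme by more than half at any dose during confirmatory dose-response retesting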;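 further: plate controls were full reaction with DMSO carrier for no effect and no enzyme background for full effect; strong numbers were not always called active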
# Insulin prom up = insulin promoter activators in MIN6 cells, imaging, high-content screening, mouse beta cells | MIN6 insulin promoter-GFP reporter; stronger effect = higher value | z-score at 5 µM | hit rate 0.3% among 190,000 | AID 1625, 2009;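 active means z-score above 3 at 5 µM with at least 500 cells counted in the well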
# Yfh1-depleted yeast = enhancers of respiration in Yfh1-depleted yeast, dose response, Friedreich's ataxia, plus single-dose screen (AID 1465). hit rate 0.074% among 220,000. S. cerevisiae Yfh1-off respiration, WST-1 reduction, 72 h; higher fold induction means a stronger effect. fold induction at 50 µM, or EC50 in µM where a hit was titrated;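 active means fold induction of absorbance versus untreated yeast above a set limit, then at least 30% activation at any dose in follow-up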;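 further: activators that raise dye reduction in frataxin-depleted yeast; strong numbers were not always called active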
# Dynein cargo inh = inhibitors of GR-EGFP nuclear translocation, primary screen, dynein cargo transport inhibitor project, imaging, high-content, 3617.4 mouse cells; AID 1381, 2008; test concentration mostly 20 µM; stimulated with dexamethasone, 1 µM; stronger effect = lower value; hit rate 0.47% among 220,000; z-score, hits read low;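 active means plate z-score of nuclear minus cytoplasmic receptor signal below a set negative limit, without overly bright fluorescence or cell loss, cut at about -3.5 in these data, passing the limit was not always enough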;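 further: z-score of nuclear minus cytoplasmic ring GR-EGFP intensity difference per well; some compounds called inactive have numbers as strong as hits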
#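 Buffer or medium: Induction medium lacking tetracycline, stripped serum | Also added: Dexamethasone agonist, 1.0 µM final, for 30 min | Timing: 48 h induction, 1 h compound, 30 min dex at 37 °C | Detection: Formaldehyde fixation, Hoechst nuclear stain, 10x automated fluorescence imaging | Measure: Nuclear versus cytoplasmic GR-EGFP signal, averaged per well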
# b-catenin transl = modulators of beta-catenin nuclear translocation, primary screen, imaging, HeLa cells, immunofluorescence, high-content; nuclear translocation activity, % at 5 µM; hit rate 0.3% among 190,000; AID 1665, 2009;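 active means nuclear translocation activity above 50% at 5 µM, with a well cell count of 50 or more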;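 further: per-cell ratio of nuclear to cytoplasmic median beta-catenin stain intensity; plate controls were DMSO negative control for no effect and GSK-3 inhibitor IX positive control for full effect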
#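 Test system: human HeLa cell line; Doses: 5 µM primary, 0.02–20 µM confirmation; Incubation: 24 h compound exposure, 37°C; Detection: beta-catenin immunofluorescence imaging with DAPI; Read-out: beta-catenin nuclear/cytoplasmic ratio, % activation.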
# Dynein cargo inh cytoplasmic EGFP = recorded beside Dynein cargo inh, whose call it bears; z-score; measured here: cytoplasmic GR-EGFP intensity; stronger effect = higher value
# Dynein cargo inh nuclear GR-EGFP = also measured in Dynein cargo inh; calls as there; z-score; measured here: nuclear GR-EGFP intensity;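 lower value marks the stronger effect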
# Dynein cargo inh cell count = second read-out of Dynein cargo inh, no call of its own (marks repeat the call); z-score; measured here: cell count per field
# Insulin prom up cell count = further read-out of Insulin prom up, marked with its call; cell count; measured here: cytotoxicity, nuclei count;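 total cells summed across four imaged fields per well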
# b-catenin transl cell count 5 µM = second read-out of b-catenin transl, no call of its own (marks repeat the call); cell count; measured here: cell count, cytotoxicity flag
# MT stabilize HCS Hoechst-high % = further read-out of MT stabilize HCS, marked with its call; % Hoechst-high responders; measured here: nuclear condensation Hoechst responders;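 share of cells brighter than vehicle mean plus two SD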
# MT stabilize HCS cytotoxicity % = further read-out of MT stabilize HCS, marked with its call; toxicity, %; measured here: cytotoxicity by cell density;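 0% = mean cell density of plate MIN control wells and 100% = no cells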
# Autophagy HCS cell loss 18 h = second read-out of Autophagy HCS, no call of its own (marks repeat the call); toxicity, %; measured here: cell loss, nuclei count;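 cell loss after 18 h compound exposure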
# An asterisk follows results filed as active; i = inactive; / = no result given.
SMILES,MT stabilize HCS,MT stabilize HCS Hoechst-high %,MT stabilize HCS cytotoxicity %,NOD2 inhibition,Autophagy HCS,Autophagy HCS cell loss 18 h,NOD1 inhibition,P. falciparum M17LAP,Insulin prom up,Insulin prom up cell count,Yfh1-depleted yeast,Dynein cargo inh,Dynein cargo inh cytoplasmic EGFP,Dynein cargo inh nuclear GR-EGFP,Dynein cargo inh cell count,b-catenin transl,b-catenin transl cell count 5 µM
Cc1sc2nc(SCC(=O)NCc3ccco3)[nH]c(=O)c2c1C,2.3,2.6,6.9,-4%,i,10,-27%,-2%,0.07,1850,i,-1,-0.17,-0.43,0.13,-1.4,1035
Cc1cc(C(=O)CSc2nc3ccccc3n2CCC#N)c(C)n1Cc1cccs1,2.9,2.6,1.0,19%,i,1,-16%,-5%,-0.88,1174,i,-0.75,-0.02,-0.11,0.42,-0.3,1106
Cc1cccc(OCC(O)Cn2c(NCc3cccnc3)nc3c2c(=O)[nH]c(=O)n3C)c1 (stereo not given),2.2,3.9,6.6,18%,i,-3,-15%,-2%,0.39,1404,i,0.093,-0.13,0.35,1.1,0.8,983
Cn1c(=O)c2c(nc(SCC(=O)N3CCc4ccccc4C3)n2C)n(C)c1=O,1.9,1.0,9.6,6%,i,-9,-8%,-2%,-0.11,1270,i,-0.77,-0.21,-0.48,0.69,-7.3,843
COc1cc(C2CC(=O)c3cnc(N4CCN(Cc5ccccc5)CC4)nc3C2)cc(OC)c1OC (stereo not given),43*,55*,60*,8%,i,30,14%,-13%,-0.23,1384,i,-0.37,-0.22,-0.073,0.91,83*,380*
CCNC(=S)N/N=C/c1c(C)nn(-c2cccc(Cl)c2)c1Cl,2.8,2.5,1.4,20%,i,-13,-1%,12%,/,/,i,-0.79,-0.31,-0.74,0.59,0.4,961
COCC(=O)Nc1nc2n(n1)C(c1ccc(Cl)cc1)CC(c1ccc(OC)cc1)N2 (stereo not given),5.3,1.8,6.8,8%,i,9,2%,-31%,-0.17,1029,i,2,-0.24,1.3,-1.2,-0.3,1158
CC1CC(C)CN(c2ccc(C(=O)OCC(=O)NC3CCCc4ccccc43)cc2[N+](=O)[O-])C1 (stereo not given),2.9,1.3,11,7%,i,10,-16%,10%,-0.91,1350,i,-0.25,-0.014,0.75,0.55,0.4,883
CCn1c(SCC(=O)Nc2ccccc2C(=O)OC)nc2c1c(=O)n(C)c(=O)n2C,/,/,/,23%,/,/,26%,/,0.22,1211,/,/,/,/,/,-1.2,896
O=c1nc(SCc2ccc(Cl)cc2)nc(-c2ccccc2)[nH]1,/,/,/,-10%,/,/,-3%,5%,0.41,1123,i,0.44,-0.21,0.14,-0.17,-0.2,1305
CCn1c(SCC(=O)Nc2ccccc2)nnc1-c1ccc(S(=O)(=O)N2CCOCC2)cc1,3.1,1.7,6.9,14%,i,3,9%,5%,-0.05,820,i,0.86,-0.19,0.44,-0.9,0.8,787
Cc1cc(/C=N/NC(=O)c2ccncc2)c(C)n1-c1cccc(C(F)(F)F)c1,/,/,/,-1%,/,/,-5%,9%,0.09,1026,i,1.7,-0.27,0.66,-0.28,-6.2,1188
CCN(CC)c1ccc(N=Nc2ncn[nH]2)cc1,2.4,2.2,3.8,-42%,i,-5,-40%,43%,-0.2,1268,i,-0.25,-0.17,-0.24,0.14,-0.7,1046
CCN1CCN(Cc2coc3ccc(C)cc3c2=O)CC1,4.7,3.9,2.3,-21%,i,-9,-22%,-4%,0.94,744,i,-1.1,-0.33,-0.87,-0.34,-3.0,1065
COc1cc(C=C2C(=O)c3ccccc3C2=O)ccc1O,/,/,/,-19%,/,/,-6%,12%,-0.26,1369,i,-0.0094,-0.27,0.03,0.021,0.0,1292
O=C(O)CCNS(=O)(=O)c1ccccc1,2.1,1.5,6.5,-4%,i,-6,3%,-5%,/,/,i,-0.59,-0.16,-0.28,0.26,-1.4,1123
CNC(=O)CSc1nc(-c2ccccc2)c(-c2ccccc2)o1,4.6,2.7,7.3,8%,i,17,-38%,3%,-0.7,1245,i,0.39,-0.12,-0.19,-0.32,-0.7,1026
COc1cccc(/C=N/NC(=O)C(C)Sc2ccccc2)c1 (stereo not given),1.8,0.8,4.5,13%,i,12,-2%,/,-0.66,1460,i,-0.53,-0.26,0.022,0.6,-1.2,1054
CCCOP(=O)(c1ccc(N(C)C)cc1)C(O)c1cccnc1 (stereo not given),2.9,2.9,6.2,20%,i,-3,-12%,-6%,0.62,1653,i,-1.1,-0.21,-0.33,0.8,2.7,1397
COc1cccc(/C=N/NC(=O)c2cc3c(OC)c(OC)ccc3[nH]2)c1OC,11,12,39,13%,i,-5,-16%,-9%,-0.12,984,i,1,-0.26,0.61,0.11,25,397
O=C(O)C1CCCN1S(=O)(=O)c1ccccc1 (stereo not given),3.5,2.8,5.5,8%,i,-2,-19%,-10%,0.15,1266,i,2.2,-0.017,0.98,-1.2,-0.8,1176
CCOC(=O)C1(Cc2ccccc2)CCN(Cc2ccc(C3CCCCO3)s2)CC1 (stereo not given),/,/,/,12%,/,/,-5%,12%,-0.21,1080,i,-1.1,-0.19,-0.14,0.93,0.0,1241
Fc1ccc(-c2nnc3n2CCCCC3)cc1,6.5,2.1,6.3,8%,i,3,-42%,1%,0.24,1174,i,-0.4,-0.24,-0.18,0.64,2.0,1092
O=C(COC(=O)c1cccc(S(=O)(=O)N2CCN(c3ccc(F)cc3)CC2)c1)NCC1CCCO1 (stereo not given),4.0,1.2,8.0,8%,i,5,-26%,7%,0.11,1555,i,-0.065,0.8,0.08,-0.4,-2.8,1094
O=C1CCC/C(=N/NC(=O)C2CCN(S(=O)(=O)c3cccs3)CC2)C1,1.6,2.5,6.9,6%,i,-15,-25%,16%,0.21,1347,i,0.62,-0.16,-0.025,-0.11,-1.8,541
O=C(CN1C(=O)c2ccccc2C1=O)NCC(=O)OCC(=O)c1ccc(Br)cc1,2.6,1.7,6.5,7%,i,26,-17%,11%,1.1,1380,/,-0.12,-0.19,0.64,0.36,-1.0,1442
O=C1CN(C(=O)CSc2nnc(-c3ccccc3)n2Cc2ccc3c(c2)OCO3)c2ccccc2N1,2.7,2.6,7.3,9%,i,-2,-8%,-8%,-0.86,1008,i,0.59,-0.18,0.43,-0.03,-2.8,1091
COc1ccc2cc(CCNC(=O)CC(C)(C)C)c(=O)[nH]c2c1,4.0,1.4,2.5,19%,i,-9,-4%,9%,-0.14,1274,i,1.8,-0.083,0.95,-0.84,0.3,1205
CC(C)OC(=O)CSc1nnc(Cc2ccccc2)n1C,4.6,4.4,6.0,-3%,i,6,0%,5%,0.11,1168,i,-0.13,-0.12,0.21,0.15,2.0,1195
CCOC(=O)c1ccc(NC(=S)N2CCCC(C(=O)OCC)C2)cc1 (stereo not given),4.1,1.9,0.3,-6%,i,25,-18%,-5%,0.76,1568,i,1.1,-0.25,0.55,-0.64,0.4,977
O=C(NCc1ccco1)C1CCCN1S(=O)(=O)c1ccccc1C(F)(F)F (stereo not given),/,/,/,7%,/,/,0%,-5%,-1.2,1167,i,-0.091,-0.71,0.15,-0.14,-0.6,1301
O=C(/C=C/c1ccccc1)NCCOc1ccccc1,2.3,2.1,3.7,3%,i,4,-13%,-4%,0.09,1322,i,0.31,-0.23,0.23,0.25,-2.2,592
NC(=O)C[n+]1cccc(CNC(=O)c2ccc(OC(F)F)cc2)c1,1.7,1.6,8.4,1%,i,2,-27%,6%,0.81,1417,i,-1.1,-0.19,-0.61,0.63,-2.3,1047
C1CC1Cc1noc(CN2CCN(C3C4CC5CC(C4)CC3C5)CC2)n1 (stereo not given),3.6,2.1,4.1,2%,i,-5,-10%,3%,/,/,i,1.5,-0.048,0.62,-1.6,2.3,893
O=C1c2ccccc2COc2ccc(O)cc21,3.6,2.7,6.1,-15%,i,1,14%,16%,-0.18,1669,i,-0.86,-0.17,-0.99,-0.37,-0.1,1341
C=CCN1C(=O)C(CC(=O)Nc2ccccc2F)S/C1=N\c1nccs1 (stereo not given),/,/,/,-5%,/,/,-6%,14%,-0.42,1080,i,-0.38,-0.16,0.23,-0.24,0.1,1368
CC1Cc2nc(SCC(=O)c3ccccc3)n(Cc3ccccc3)c(=O)c2S1 (stereo not given),5.3,3.2,3.7,-22%,i,-2,-8%,10%,0.41,1881,i,-0.46,-0.21,-0.066,0.28,1.0,1062
CN(c1ccccc1)c1cc(=O)[nH]c(=O)[nH]1,5.7,2.1,5.5,5%,i,-11,-14%,0%,-0.23,1175,i,-0.083,-0.31,-0.4,0.7,-1.0,521
COC(=O)c1ccc(/C=N/N2CCN(Cc3ccc(Cl)cc3)CC2)cc1,/,/,/,25%,/,/,4%,-7%,-0.75,1092,i,-0.29,-0.06,-0.16,0.16,-0.2,1276

# The list is partial; count on the stated rates, not on these rows.
